IMPase Li cell: membrane-permeable IMPase blocker, potentiated with lithium | CHO-M1 cells, IP1 TR-FRET (IP-One), carbachol + lithium | Potency, µM (series often up to 59.4 µM), for the others: at the top dose activity, negative = IMPase inhibition, usual class: inhibitors | 0.35% of 210,000 active | AID 1457;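 note: IP1 builds up when IMPase is blocked and the TR-FRET signal falls; potency is the fitted concentration of half-maximal effect; plate controls were basal vehicle for no effect and high inhibitor control for full effect; nearly all actives have a fitted effect of over 50% in size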
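CHO-M1, 2000 cells/well, 16–30 h culture; cpd + low Li+, 30 min 37C; lysis with d2-IP1/Eu-anti-IP1 Ab, 10 min RT; TR-FRET 665/620 ratio and 620 channel; AC50 via Hill.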
NPSR antagonist: blocks cAMP signaling of the human neuropeptide S receptor. Q6W5P4. CHO-NPSR cells, cAMP TR-FRET, antagonist mode. Potency, µM (highest dose often 38.3 µM), for inactives: at the highest dose activity change, negative = inhibition, actives largely listed as inhibitors. 1% of 220,000 active; note: potency is the fitted concentration of half-maximal effect; % is set by controls: 0 for no effect and ±100 for the full control effect; nearly all actives have a fitted effect of over 50% in size; many of its hits are not listed in these tables
HttQ103 aggreg: mutant huntingtin aggregation inhibition; PC12 HttQ103-GFP aggregates, Acumen cytometry, 40 h; 1.1% of 220,000 active; Potency, µM (top dose mostly 46.1 µM), without a hit: at the top dose activity change, negative = inhibition, hits mostly inhibitors; note: potency is the fitted concentration of half-maximal effect; % is set by controls: 0 for no effect and ±100 for the full control effect; nearly all actives have a fitted effect of over 60% in size
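PC12/HTTQ103-GFP, ecdysone-inducible; teb 100 nM; cpd qHTS titration; GFP aggregates read on laser cytometer, Ex 488/Em 500-530 nm.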
CBFb RUNX1 block: CBF-beta/RUNX1 interaction disruption; 230,000 tested, under 10 active; AID 1477; Potency, µM (titrated, usually from 59.8 µM), for inactives: at the highest dose activity, negative = inhibition, usual class: inhibitors; AlphaScreen CBFb-His/RUNX1-biotin binding, biochemical; note: % of control where 0% means no effect
Target sequence (Q01196 whole entry, looked up): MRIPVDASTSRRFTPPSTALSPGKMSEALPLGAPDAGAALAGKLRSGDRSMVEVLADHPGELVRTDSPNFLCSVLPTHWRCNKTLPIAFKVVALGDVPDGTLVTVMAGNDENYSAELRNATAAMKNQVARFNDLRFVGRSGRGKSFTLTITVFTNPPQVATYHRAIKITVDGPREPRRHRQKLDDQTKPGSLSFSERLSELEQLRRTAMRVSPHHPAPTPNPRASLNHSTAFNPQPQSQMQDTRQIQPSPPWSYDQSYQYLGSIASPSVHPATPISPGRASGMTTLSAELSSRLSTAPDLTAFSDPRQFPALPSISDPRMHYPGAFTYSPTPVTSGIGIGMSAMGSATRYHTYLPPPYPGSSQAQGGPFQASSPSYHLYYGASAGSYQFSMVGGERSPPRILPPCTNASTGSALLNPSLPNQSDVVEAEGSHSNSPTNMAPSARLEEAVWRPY
Target sequence (Q13951 whole entry, looked up): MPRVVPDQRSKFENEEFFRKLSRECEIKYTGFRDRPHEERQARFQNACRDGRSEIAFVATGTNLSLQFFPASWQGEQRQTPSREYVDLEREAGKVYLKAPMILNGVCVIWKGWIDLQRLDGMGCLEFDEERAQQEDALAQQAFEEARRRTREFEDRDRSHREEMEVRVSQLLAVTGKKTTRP
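Read-out: AlphaScreen. Format: His-CBF-beta with biotinylated RUNX1 (30 nM each) preincubated 20 min, compound 15 min, Ni-chelate plus streptavidin beads 90 min; room temperature throughout.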
Luc counter: Kinase-Glo luciferase inhibition (counter-screen); 0.28% of 200,000 active; Kinase-Glo luciferase, ATP luminescence, 8 min; Potency, µM (doses to about 38.3 µM), inactives show at the highest dose activity change, negative = inhibition, most hits filed as inhibitors; AID 1379; Q27757; note: potency is the fitted concentration of half-maximal effect; % is set by controls: 0 for no effect and ±100 for the full control effect; nearly all actives have a fitted effect of over 60% in size
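Luminescence was the read-out, taken after 8-minute incubation at ambient temperature. Luciferase turned over luciferin with 10 uM ATP in imidazole pH 7.2 buffer containing KCl, MgCl2, Tween 20 and BSA.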
Epigenetic reg: epigenetic control regulation, reporter derepression; AID 1865; Potency, µM (top dose mostly 53.9 µM), without a hit: top-dose GFP activation, actives largely listed as activators; 0.2% of 280,000 active; murine LDR cells, GFP reporter derepression, 30 h; note: potency is the fitted concentration of half-maximal effect; % of control where 0% means no effect; nearly all actives have a fitted effect of over 60% in size
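GFP-positive cell count by laser-scanning cytometry (objects 20–120 um) after 30 h, 37 C compound exposure of murine LDR cells; reporter is CMV-GFP integrated at a silenced locus, inducible by HDAC or DNMT inhibitors.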
Lamin A splicing: modulators of lamin A splicing; 0.01% of 200,000 active; Potency, µM (top dose mostly 46.1 µM), inactives show top-dose ratio change, negative = inhibition, usual class: inhibitors; HeLa LMNA splicing GFP/RFP minigene ratio, 48 h; active = well fitted inhibition curve with a large enough effect in the signal ratio, with a control signal flat, not every such curve was filed as active; inconclusive = small, poorly fitted or top-dose-only effect, or effect the other way, or a change in a side signal; the % refers to the signal ratio; note: potency is the fitted concentration of half-maximal effect; % is set by controls: 0 for no effect and ±100 for the full control effect
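S3 HeLa cells stably expressing lamin A-EGFP splicing minigene plus DsRed2, 600 cells/well, 48 h compound exposure at 37C. Laser-scanning cytometry; analysed as GFP (500-530 nm)/RFP (575-640 nm) total intensity ratio; 0.5% DMSO vehicle.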
The depositor's hits bear a star; ? = inconclusive; nt = not tested or not shown; & = joins results of further samples; [ ] = dose if it differs, or a comment. Unless noted, calls come from the whole dose curve; as a rule, active = well fitted curve in the direction sought with a large enough effect; inconclusive = small, poorly fitted or top-dose-only effect, or another doubt; inactive = no such curve, though single readings can be large; an effect the other way counts as inactive or inconclusive. An excerpt, so the mix of outcomes need not match the whole.

#1 C[C@H]1NC(=O)NC1=O
#2 COc1cc(-c2nnc(SCc3cc(=O)oc4cc(O)c(O)cc34)o2)cc(OC)c1OC
#3 COc1ccc(CCN2C(=O)NC(NC(C)=O)(C(F)(F)F)C2=O)cc1OC (stereo not drawn)
#4 CC(=O)c1c(C)nc(-c2ccc3c(c2)OCO3)n1O
#5 COc1ccc(C2NC(=S)NC(C)=C2C(=O)Nc2ccccn2)cc1OC (stereo not drawn)

| Compound | 1 | 2 | 3 | 4 | 5 |
| --- | --- | --- | --- | --- | --- |
| IMPase Li cell | -2%&-6% | 33%[38.3 µM] | -6% | -6%[38.3 µM] | 3% |
| NPSR antagonist | nt | -20%[46.1 µM] | 13% | -1%[46.1 µM] | 10% |
| HttQ103 aggreg | nt | ? | 4% | -7% | 24% |
| CBFb RUNX1 block | -1%&-10%[21.7 µM] | nt | 0% | -5% | -1% |
| Luc counter | 2%&3%[17.1 µM] | -5% | 0% | -27% | 1% |
| Epigenetic reg | 9.6%&-0.3%[16.9 µM] | 0.9% | -1.0% | -1.8% | -1.3% |
| Lamin A splicing | ? | ? | -12% | 0% | -7% |

#6 Cc1nn(-c2ccccc2)c(Cl)c1/C=C1/C(=N)N2N=C(C(C)C)SC2=NC1=O
#7 CC(=O)c1c(C)n(-c2ccc(N(C)C)cc2)c2ccc(OCC(N)=O)cc12
#8 Cc1ccc(Cl)cc1N1CCN(C(=O)CSc2nnc3n2C(C)(C)Cc2ccccc2-3)CC1
#9 CCCCSCc1cc(C(=O)O)oc1C(C)(C)C
#10 O=C(O)c1cc(-c2ccc(/C=C3\NC(=O)N(c4ccccc4)C3=O)o2)ccc1Cl

| Compound | 6 | 7 | 8 | 9 | 10 |
| --- | --- | --- | --- | --- | --- |
| IMPase Li cell | -5% | 3%[38.3 µM] | 23% | 3% | nt |
| NPSR antagonist | -27% | -18%[46.1 µM] | ? | -6% | -3%[7.67 µM] |
| HttQ103 aggreg | -27% | -10% | 7.9µM* | 27% | 8%[9.22 µM] |
| CBFb RUNX1 block | 1% | -15% | -7% | -1% | ? |
| Luc counter | -2% | -2% | 7% | 0% | nt |
| Epigenetic reg | 0.3% | -2.2% | 0.0% | 0.0% | 0.0% |
| Lamin A splicing | -10% | ? | ? | -18%[46 µM] | nt |

#11 Cc1ccccc1NC(=O)CCC(=O)OCC(=O)c1ccc(-c2ccccc2)cc1
#12 Cc1nc2cc(Cl)c([N+](=O)[O-])cc2s1
#13 CN(C)c1cc(N/N=C/c2ccc(Cl)cc2)nc(N(C)C)n1
#14 O=C(O)CC(NC(=O)C(c1ccccc1)c1ccccc1)c1cccc([N+](=O)[O-])c1 (stereo not drawn)
#15 CC(=O)NC(C)c1nc2ccccc2n1Cc1ccccc1F (stereo not drawn)

| Compound | 11 | 12 | 13 | 14 | 15 |
| --- | --- | --- | --- | --- | --- |
| IMPase Li cell | 7%[38.3 µM] | 7% | 10% | nt | 3% |
| NPSR antagonist | -9%[46.1 µM] | -11% | -43% | 7% | -9%[46.1 µM] |
| HttQ103 aggreg | 9% | -7%[9.22 µM] | -12% | -21%[9.22 µM] | -5% |
| CBFb RUNX1 block | -6% | 6% | -10% | 3% | 12% |
| Luc counter | -2% | 0% | 0% | nt | -5% |
| Epigenetic reg | -1.9% | 0.1% | 1.6% | 0.5% | 0.0% |
| Lamin A splicing | 6% | -1%[9.22 µM] | nt | nt | -7% |

11 structures from above, arranged by length of the SMILES, ascending:
#1 C[C@H]1NC(=O)NC1=O
#12 Cc1nc2cc(Cl)c([N+](=O)[O-])cc2s1
#15 CC(=O)NC(C)c1nc2ccccc2n1Cc1ccccc1F (stereo not drawn)
#4 CC(=O)c1c(C)nc(-c2ccc3c(c2)OCO3)n1O
#13 CN(C)c1cc(N/N=C/c2ccc(Cl)cc2)nc(N(C)C)n1
#5 COc1ccc(C2NC(=S)NC(C)=C2C(=O)Nc2ccccn2)cc1OC (stereo not drawn)
#11 Cc1ccccc1NC(=O)CCC(=O)OCC(=O)c1ccc(-c2ccccc2)cc1

| Compound | 1 | 12 | 15 | 4 | 13 | 5 | 11 |
| --- | --- | --- | --- | --- | --- | --- | --- |
| IMPase Li cell | -2%&-6% | 7% | 3% | -6%[38.3 µM] | 10% | 3% | 7%[38.3 µM] |
| NPSR antagonist | nt | -11% | -9%[46.1 µM] | -1%[46.1 µM] | -43% | 10% | -9%[46.1 µM] |
| HttQ103 aggreg | nt | -7%[9.22 µM] | -5% | -7% | -12% | 24% | 9% |
| CBFb RUNX1 block | -1%&-10%[21.7 µM] | 6% | 12% | -5% | -10% | -1% | -6% |
| Luc counter | 2%&3%[17.1 µM] | 0% | -5% | -27% | 0% | 1% | -2% |
| Epigenetic reg | 9.6%&-0.3%[16.9 µM] | 0.1% | 0.0% | -1.8% | 1.6% | -1.3% | -1.9% |
| Lamin A splicing | ? | -1%[9.22 µM] | -7% | 0% | nt | -7% | 6% |

#7 CC(=O)c1c(C)n(-c2ccc(N(C)C)cc2)c2ccc(OCC(N)=O)cc12
#6 Cc1nn(-c2ccccc2)c(Cl)c1/C=C1/C(=N)N2N=C(C(C)C)SC2=NC1=O
#8 Cc1ccc(Cl)cc1N1CCN(C(=O)CSc2nnc3n2C(C)(C)Cc2ccccc2-3)CC1
#14 O=C(O)CC(NC(=O)C(c1ccccc1)c1ccccc1)c1cccc([N+](=O)[O-])c1 (stereo not drawn)

| Compound | 7 | 6 | 8 | 14 |
| --- | --- | --- | --- | --- |
| IMPase Li cell | 3%[38.3 µM] | -5% | 23% | nt |
| NPSR antagonist | -18%[46.1 µM] | -27% | ? | 7% |
| HttQ103 aggreg | -10% | -27% | 7.9µM* | -21%[9.22 µM] |
| CBFb RUNX1 block | -15% | 1% | -7% | 3% |
| Luc counter | -2% | -2% | 7% | nt |
| Epigenetic reg | -2.2% | 0.3% | 0.0% | 0.5% |
| Lamin A splicing | ? | -10% | ? | nt |

(more compounds)
#16 CC(C)c1ccc(NC(=S)NC2CCCCCC2)cc1
#17 CN(Cc1ccc(Cl)s1)C(=O)CCl
#18 COCCNc1c(-c2ccc(O)cc2)nc2ccc(Cl)cn12
#19 CCOc1ccc(/C=C/C2=NNC(=O)CC2)cc1
#20 CC(C)NC(=O)CCS(=O)(=O)c1cccc2nonc12

| Compound | 16 | 17 | 18 | 19 | 20 |
| --- | --- | --- | --- | --- | --- |
| IMPase Li cell | 2% | 9% | 5% | 7% | 11%[38.3 µM] |
| NPSR antagonist | -25% | -19% | -9%[46.1 µM] | 2% | -10%[46.1 µM] |
| HttQ103 aggreg | ? | ? | ? | 4%[9.22 µM] | -7% |
| CBFb RUNX1 block | -2% | -1% | -2% | 2% | 1% |
| Luc counter | 2% | -2% | -1% | -28% | 0% |
| Epigenetic reg | 0.9% | -1.4% | -0.8% | -1.3% | -6.2% |
| Lamin A splicing | ? | 2%[46 µM] | -20% | ? | 5% |

#21 CC(=O)N1CCc2cc(S(=O)(=O)CCC(=O)N3CCN(c4ccccn4)CC3)ccc21
#22 CCn1cc(C(=O)NCCCN2CC(C)CC(C)C2)c2cc(OC)c(OC)cc2c1=O (stereo not drawn)
#23 Nc1c(C(=O)NCCc2ccccc2)nnn1Cc1ccc(Cl)cc1
#24 CC1=Nn2c(nnc2C2CCCCC2)SC1
#25 CC(C)(C)C(=O)Nc1ccccc1C(=O)Nc1ccncc1
#26 COc1ccc(CCNC(=O)C2CCN(S(=O)(=O)c3ccc(-n4cnnn4)cc3)CC2)cc1OC
#27 COc1ccc(S(=O)(=O)N(C)C)cc1NS(=O)(=O)c1ccc(F)c(F)c1F

| Compound | 21 | 22 | 23 | 24 | 25 | 26 | 27 |
| --- | --- | --- | --- | --- | --- | --- | --- |
| IMPase Li cell | 10% | 35%[activator][38.3 µM] | 3% | 12%[38.3 µM] | -4% | 1%[38.3 µM] | -6% |
| NPSR antagonist | 1%[46.1 µM] | 9%[46.1 µM] | -11%[46.1 µM] | 3%[46.1 µM] | -6%[46.1 µM] | -6%[46.1 µM] | 13% |
| HttQ103 aggreg | 5% | -23% | ? | -14% | -6% | -4%[9.22 µM] | 1% |
| CBFb RUNX1 block | -1% | 8% | 0% | 2% | -2% | 0% | 0% |
| Luc counter | 3% | 1% | 0% | -1% | 2% | 3% | 4% |
| Epigenetic reg | -2.0% | -1.9% | 1.0% | -2.5% | -0.8% | -3.2% | -5.1% |
| Lamin A splicing | -4% | 12% | 0% | 13% | -7% | 3% | 0% |

From PubChem
